# From PubChem BioAssay
# CHT inh: inhibitors of human choline transporter CHT. High affinity choline transporter 1 (Homo sapiens), Q9GZV3. CHT-expressing cells, membrane potential dye, choline response; active compounds read low. B-score at 10 µM. 310,000 compounds, 0.86% hits. AID 488975, 2010;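 active = B-score over 3 SD under the library average, and starting fluorescence ratio not unusually high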;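 note: choline stimulus applied at its EC90 after an EC20 pre-addition; B-score computed on integrated fluorescence ratio after choline addition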
# Target sequence (Q9GZV3 whole entry, looked up): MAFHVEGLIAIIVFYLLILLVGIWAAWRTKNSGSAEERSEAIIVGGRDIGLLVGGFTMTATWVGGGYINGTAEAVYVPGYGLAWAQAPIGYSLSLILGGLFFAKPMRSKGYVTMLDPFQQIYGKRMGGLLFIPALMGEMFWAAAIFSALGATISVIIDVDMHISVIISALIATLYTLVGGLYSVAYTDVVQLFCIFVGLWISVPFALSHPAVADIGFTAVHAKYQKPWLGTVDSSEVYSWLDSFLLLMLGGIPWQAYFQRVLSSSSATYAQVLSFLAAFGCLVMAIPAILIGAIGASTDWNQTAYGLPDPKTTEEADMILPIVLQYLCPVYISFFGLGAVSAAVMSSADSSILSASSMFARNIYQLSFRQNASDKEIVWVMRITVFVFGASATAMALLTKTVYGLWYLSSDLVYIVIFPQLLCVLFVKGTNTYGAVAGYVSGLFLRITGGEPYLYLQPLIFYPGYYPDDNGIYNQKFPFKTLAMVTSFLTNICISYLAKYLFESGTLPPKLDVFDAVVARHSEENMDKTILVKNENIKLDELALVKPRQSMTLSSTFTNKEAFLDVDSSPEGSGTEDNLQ
# CHT PAM: CHT positive allosteric modulators, primary screen, cell-based, membrane potential dye, choline EC20. High affinity choline transporter 1 (Homo sapiens), Q9GZV3. CHT-expressing cells; active compounds read high; LV-AA mutant CHT in HEK293 cells. B-score at 10 µM. 310,000 compounds, 0.49% hits;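 active = initial fluorescence not abnormally high and integrated response B-score, plate-corrected, over 3 SD above library mean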
# * = called active by the depositor; i = inactive.
SMILES,CHT inh,CHT PAM
Cc1ccc(Cl)cc1N1CCN(C(=O)C2CCC(=O)N(C3CCCCCC3)C2)CC1 (centres undefined),i,9.17*
COc1ccccc1NC(=O)c1ccc(NC(=O)CSc2ncn[nH]2)cc1,i,i
CN(C)/C=N/c1cc(=O)[nH]c(=O)n1C,i,i
CC1(C)CC(=O)C(N=Nc2cc(S(=O)(=O)N3CCOCC3)ccc2Cl)=C(O)C1,i,i
COc1ccc(CNc2ncnc3c2[nH]c2ccccc23)cc1,i,i
Cc1cccc(NC(=O)c2nc[nH]c2C(=O)N[C@@H](C)C(=O)OC(C)(C)C)c1,i,i
O=C1OC(CCl)CN1Cc1c(Cl)cccc1Cl (centres undefined),i,i
CCN(CCN1CCCC1)C(=O)C1CCC(=O)N(CCCN2CCOCC2)C1 (centres undefined),i,i
CNC(=S)N1N=C(c2ccccc2)CC1c1ccc(OC)c(OC)c1 (centres undefined),i,i
CC(=O)N1CCCc2cc(S(=O)(=O)N3CCCC(C(=O)NCc4ccc(C)cc4)C3)ccc21 (centres undefined),i,i
O=[N+]([O-])c1cccc(C(=Nc2ccc(Cl)cc2)NO)c1,i,i
O=S(=O)(NCc1cc(-c2ccccc2)no1)c1ccc(Cl)cc1,i,i
CCCOc1ccc(N/C=C/C(=O)C(C)(C)C)cc1,i,i
COc1ccc(N=Cc2c(O)n(-c3cccc(C)n3)c(=O)c3ccccc23)c(OC)c1,i,i
CCOC(=O)c1cc(-c2ccccc2)n(CC2CC(c3ccc(OC)cc3)=NO2)n1 (centres undefined),i,i
C1CCN=C(NC23CC4CC(CC(C4)C2)C3)CC1,i,i
O=C(CN(C(=O)c1csnn1)c1cccc(F)c1)NCc1ccc2c(c1)OCO2,i,i
O=C(N/N=C/c1ccc(Cl)cc1Cl)Nc1ccccc1,i,i
CN(c1ccc(C(=O)Nc2ccc(F)cc2F)cc1)S(=O)(=O)c1ccccc1,i,i
COc1cccc(-c2nn(-c3ccccc3)cc2CN2CCCO2)c1,i,i
N#C/C(=N\Nc1ccc(F)cc1)C(=N)N1CCCCC1,i,i
O=C(NCc1csc(-c2cccs2)n1)C1CCC1,i,i
O=C1NC(=S)S/C1=C/c1ccc(N2CCOCC2)o1,i,i
Cc1ccc(CNC(=O)C2C3C=CC(C3)C2C(=O)O)cc1 (centres undefined),i,i
COc1ccc(Cl)cc1NC(=O)c1cccc(N2C(=O)C3CC=CCC3C2=O)c1 (centres undefined),i,i
# Continued.
SMILES,CHT inh,CHT PAM
COC(=O)c1ccc(NC(=O)CNC(=O)C2CCCCC2)cc1,i,i
COc1ccccc1C(=O)N1CCN=C1SC,i,i
CCn1c2ccccc2c2cc(NC(=O)CNCC3CCCO3)ccc21 (centres undefined),i,i
CCC(C)Sc1nc(O)cc(=O)[nH]1 (centres undefined),i,i
CCN(CC)CCNC(=O)c1c(O)c2cc(OC)c(OC)cc2[nH]c1=O,i,i
CN(C)c1nc(N)nc(Nc2ccccc2C#N)n1,i,i
S=c1nc(-c2ccccc2)c(-c2ccccc2)n[nH]1,i,i
O=C(CCNC(=O)C1CCN(S(=O)(=O)c2ccccc2)CC1)NCc1ccc(Cl)cc1Cl,i,i
O=C(CCn1nc(-c2ccccc2)ccc1=O)N1CCOCC1,i,i
Cc1ccc(NC(=O)c2cccc(C(=O)Nc3ccc(C)cc3C(=O)O)c2)c(C(=O)O)c1,i,i
CCC(C)NC(=O)C1CCN(S(=O)(=O)c2cccnc2)CC1 (centres undefined),i,i
O=C(NCCc1ccccc1)[C@@H]1CC=C[C@@H]2CCN(Cc3ccc(Cl)c(Cl)c3)C(=O)[C@@H]21,i,i
COc1ccccc1CCCNC(=O)C1CCC(=O)N(CCc2cccc(F)c2)C1 (centres undefined),i,i
O=C1OC(/C=C/c2ccc(Cl)cc2Cl)=NC/1=C\c1cccs1,i,i
COc1ccc(OCC(=O)c2c(O)c3ccccc3oc2=O)cc1,i,i
O=C(COC(=O)CCCSc1nc2ccccc2[nH]1)Nc1ccc(Cl)cc1,i,i
S=c1[nH]nc(Cc2cccs2)n1-c1ccccc1,i,i
Cn1c(CNC(=O)c2ccco2)nnc1SCC(=O)Nc1cccc(F)c1,i,i
CN(CCc1ccccn1)C(=O)CCC1CCCN(C(=O)c2ccccn2)C1 (centres undefined),i,i
O=C(COC(=O)/C=C/c1ccccc1)NNC(=O)c1ccc([N+](=O)[O-])cc1,i,i
COc1ccc2c(OC)cc(=O)n(C)c2c1,i,i
COc1ccc(-c2cc3cccc(OC)c3oc2=O)cc1,i,i
COc1ccc(-c2csc3ncnc(N4CCN(S(=O)(=O)c5ccccc5C#N)CC4)c23)cc1,i,i
CCC1CCCCN1C(=O)N[C@@H](Cc1ccccc1)C(=O)O (some centres undefined),i,i
O=C(Nc1ccccc1Cl)N1CCN(C/C=C/c2ccccc2)CC1,i,i
# Continuation:
SMILES,CHT inh,CHT PAM
Cn1c(=O)c2c(nc(CN3CCN(Cc4ccccc4)CC3)n2Cc2cccc(Cl)c2)n(C)c1=O,i,i
CC1CN(C(=S)SCC(=O)c2ccccc2)CC(C)O1 (centres undefined),i,i
COCCn1c(C)cc(C(=O)COC(=O)c2ccc(N3CCCC3=O)cc2)c1C,i,i
O=C(Nc1cccc(NC(=O)c2cccs2)c1)c1ccc2c(c1)OCO2,i,i
Cc1ccc(S(=O)(=O)N2CCN(C(=O)CSc3nccn3C)CC2)cc1,i,i
CCOC(=O)c1cccc2c(=O)c(C(=O)c3ccc(Cl)cc3)c(C(=O)OC)[nH]c12,i,i
Cc1cc(C)cc(NC(=O)CN2CCc3ccccc3C2)c1,i,i
O=C(CS(=O)(=O)Cc1ccccc1)NCC1CCCO1 (centres undefined),i,i
COc1ccc(C2=NO[C@@H]3[C@@H]4C[C@@H]([C@H]5C(=O)N(c6ccc7c(c6)OCO7)C(=O)[C@@H]45)[C@H]23)cc1OC,i,i
COCCNC(=O)C(c1ccncc1)N(Cc1ccccc1)C(=O)Cn1nnc2ccccc21 (centres undefined),i,i
O=C(CSc1nc2ccccc2[nH]1)N/N=C/C=C\c1ccccc1[N+](=O)[O-],i,i
COc1ccc(-c2nnn(Cc3ccccc3)n2)cc1OC,i,i
COC(=O)Cc1ccc(NC(=S)N2CCN(C)CC2)cc1,i,i
COc1ccc(/C=C/C(=O)c2ccc3c4c(cccc24)CC3)cc1,i,i
CN(C)S(=O)(=O)c1ccc(NC(=O)CCNC(=O)c2ccc([N+](=O)[O-])cc2)cc1,i,i
CC(=O)Nc1ccc(OC(=O)c2ccc(Br)c([N+](=O)[O-])c2)cc1,i,i
CN(c1ccc(C(=O)N2CCN(c3ccc(F)cc3)CC2)cc1)S(C)(=O)=O,i,i
CCCc1nnc(SCC(=O)N2CCOCC2)n1CC1CCCO1 (centres undefined),i,i
CC(=O)c1cccc(NC(=O)CO/N=C2/CCCc3nonc32)c1,i,i
COc1ccc(C(=O)N2CCOCC2)cc1Br,i,i
Cc1onc(-c2ccccc2Cl)c1C(=O)Nc1ccccc1N1CCOCC1,i,i
CCCCCC(=O)OCCc1c(C)nc2nc[nH]n2c1=O,i,i
O=C(c1n[nH]c2ccccc12)N1CCCCC1,i,i
CCc1nnc(NC(=O)CCn2cnc3ccccc3c2=O)s1,i,i
CCC1(C(=O)OC)NC(c2cccc(F)c2)C2C(=O)N(C)C(=O)C21 (centres undefined),i,i

# Shown with two lines to a compound: 3 of the compounds above.
# Values run as follows: CHT inh | CHT PAM
- O=C(Nc1cccc(NC(=O)c2cccs2)c1)c1ccc2c(c1)OCO2
  i | i
- Cc1ccc(S(=O)(=O)N2CCN(C(=O)CSc3nccn3C)CC2)cc1
  i | i
- CCOC(=O)c1cccc2c(=O)c(C(=O)c3ccc(Cl)cc3)c(C(=O)OC)[nH]c12
  i | i

# Taken from above (5 entries):
SMILES,CHT inh,CHT PAM
COC(=O)Cc1ccc(NC(=S)N2CCN(C)CC2)cc1,i,i
COc1ccc(/C=C/C(=O)c2ccc3c4c(cccc24)CC3)cc1,i,i
CN(C)S(=O)(=O)c1ccc(NC(=O)CCNC(=O)c2ccc([N+](=O)[O-])cc2)cc1,i,i
CC(=O)Nc1ccc(OC(=O)c2ccc(Br)c([N+](=O)[O-])c2)cc1,i,i
CN(c1ccc(C(=O)N2CCN(c3ccc(F)cc3)CC2)cc1)S(C)(=O)=O,i,i

# Arranged by number of heavy atoms (high to low): some entries from above
SMILES,CHT inh,CHT PAM
COCCNC(=O)C(c1ccncc1)N(Cc1ccccc1)C(=O)Cn1nnc2ccccc21 (centres undefined),i,i
CN(C)S(=O)(=O)c1ccc(NC(=O)CCNC(=O)c2ccc([N+](=O)[O-])cc2)cc1,i,i
Cc1ccc(S(=O)(=O)N2CCN(C(=O)CSc3nccn3C)CC2)cc1,i,i
O=C(CS(=O)(=O)Cc1ccccc1)NCC1CCCO1 (centres undefined),i,i
COc1ccc(C(=O)N2CCOCC2)cc1Br,i,i

# (next part)
SMILES,CHT inh,CHT PAM
CCOC(=O)CN1C(c2ccc(O)cc2)Nc2ccc(Br)cc2C1c1ccccc1 (centres undefined),i,i
COc1ccc(S(=O)(=O)N2CCC(C(=O)N[C@@H](C)C(=O)NCc3ccncc3)CC2)cc1,i,i
Cc1ccc(/C=C2\SC(=S)N(C3CCS(=O)(=O)C3)C2=O)o1 (centres undefined),i,i
NC(=O)c1cnn2c(-c3cccc(C(F)(F)F)c3)ccnc12,i,i
COc1ccc(N(C(C)C(=O)NN=C2CCCC2)S(C)(=O)=O)cc1 (centres undefined),i,i
O=C(Nc1cccc(NC(=O)c2cccs2)c1)c1ccc(F)cc1,i,i
COC(=O)[C@H](CC(C)C)NC(=O)N1CCCCC1C (some centres undefined),i,i
Cc1ccc(C(CNS(=O)(=O)c2ccc(F)cc2C)N2CCN(C)CC2)cc1 (centres undefined),i,i
COc1ccc(N=Cc2cccc(C)c2O)cc1Cl,i,i
COC(=O)c1cn(NC(=O)Cn2nc([N+](=O)[O-])c(Cl)c2C)c(=O)c2ccccc12,i,i
CC1CCCC(NC(=O)/C=C/c2c(F)cccc2Cl)C1C (centres undefined),i,i
CN(C)c1ccc(-c2nc3n(n2)C(c2cccnc2)C2=C(CC(C)(C)CC2=O)N3)cc1 (centres undefined),i,i
O=C1CC(N2CCN(c3ccccc3Cl)CC2)C(=O)N1c1ccc(F)cc1 (centres undefined),i,i
O=C(Nc1ccc2c(c1)OCO2)N1CCC(CO)(CC2CCCCO2)CC1 (centres undefined),i,i
O=c1c(Cc2ccc(Cl)cc2)c(O)ccn1Cc1ccccc1,i,i
CCNC(=O)C(C)Sc1ccc(Cl)cc1 (centres undefined),i,i
CCc1cccc(C)c1NC(=O)Cn1nc(C)n2cccc2c1=O,i,i
CNC(=O)c1cc(Nc2nnc(-c3ccc(O)cc3)c3ccccc23)ccc1OC,i,i
Cc1ccnc(NS(=O)(=O)c2ccc(NC(=O)CN3C(=O)CCC3=O)cc2)n1,i,i
C=CCn1c(=O)c2ccccc2n2c(Sc3nnnn3-c3ccccc3)nnc12,i,i
Cc1cc(C)c2c(N)c(C(=O)c3ccccc3)oc2n1,i,i
Brc1cccc(CNCc2ccncc2)c1,i,i
Cc1cccc(NC(=O)CC2(CC(=O)O)CCCC2)c1,i,i
CC(C)(C)c1ccc(C(=O)Nc2c3c(nn2C(C)(C)C)CS(=O)(=O)C3)cc1,i,i
CCc1nc(N=Nc2c(O)[nH]c3ccccc23)c2c3c(sc2n1)CCC3,i,i
# (list continues)
SMILES,CHT inh,CHT PAM
CCOC(=O)c1oc2ccc(CNCCO)c(Cl)c2c1C,i,8.27*
C=C(C)C1CC=C(C)/C(=N/NC(=O)c2ccc(NC(=O)CC)cc2)C1 (centres undefined),i,i
Cc1ccc(C2N(C)C(=O)c3ccccc3N2C)cc1 (centres undefined),i,i
S=c1cnc2ccccc2[nH]1,i,i
CCN1CCN(CC(=O)Nc2ccc(S(=O)(=O)N3C(C)CCCC3C)cc2)CC1 (centres undefined),-5.83*,i
CN(C(=O)CSc1nnc(-c2ccccc2)n1C)C1CCS(=O)(=O)C1 (centres undefined),i,i
Cc1ccc(NC(=O)CSc2nc(O)c(Cc3ccccc3)c(=O)n2-c2ccccc2)cc1,i,i
CCOC(=O)CCCNC(=O)COC(=O)CCC(=O)c1ccc(F)cc1,i,i
CCCCCC(=O)Nc1ncc2c(n1)CC(c1cccs1)CC2=O (centres undefined),i,i
O=C(CSc1nnc(COc2ccccc2)o1)N1CCCCC1,i,i
Cc1ccc(S(=O)(=O)N[C@@H](CO)C(=O)N[C@@H](Cc2ccc(O)cc2)C(=O)O)cc1,i,i
C=CCOc1c(Br)cc(/C=N/O)cc1OCC,i,i
CC(=O)NNC(=O)C(O)(c1ccccc1)c1ccccc1,i,i
COc1ccc(-c2onc(C)c2C)cc1S(=O)(=O)NCCc1ccco1,i,i
CC(C)(O)C1=NOC(c2ccccc2)C1 (centres undefined),i,i
COc1ccc(C(=O)Oc2ccc(F)cc2C(=O)/C=C/c2ccc(OC)c(OC)c2)cc1,i,i
COCCNC(=S)N1CCN(C/C=C/c2ccccc2)CC1,i,i
Cn1cnc([N+](=O)[O-])c1Sc1ncn[nH]1,i,i
O=C(Nc1ccc(C(F)(F)F)cc1)c1csc(-c2ccncc2)n1,i,i
Cc1cc(C)nc(Nc2nc(-c3ccccc3)cs2)n1,i,i
COC(=O)c1cc(S(=O)(=O)N(C)Cc2ccco2)c[nH]1,i,i
O=[N+]([O-])c1cccnc1N1CCN(Cc2ccc3c(c2)OCO3)CC1,i,i
CCCC(C)NC(=O)CSc1nc(-c2ccccc2)cn1N (centres undefined),i,i
O=C(/C=C/c1ccc2c(c1)OCCO2)N1CCN(c2ccc(F)cc2)CC1,i,i
CCCCOc1ccc(Nc2cc(Cl)ccc2C(=O)O)cn1,i,i
CCOc1ccc(S(=O)(=O)N2CCN(c3ccccc3F)CC2)c2cccnc12,i,i
CN1C(=O)CSC1=NCC12CC3CC(CC(C3)C1)C2,i,i
O/N=C/c1ccc(-c2cc(Cl)ccc2Cl)o1,i,i

# CHT inh, hit marks shown above.
Compound,CHT inh
CCN1CCN(CC(=O)Nc2ccc(S(=O)(=O)N3C(C)CCCC3C)cc2)CC1 (centres undefined),-5.83*

# Rows are unselected, and some 1.5% of all compounds hit somewhere here.
